LMPTP block = LMPTP phosphatase inhibitors, primary screen, biochemical, fluorescence intensity, uHTS. Low molecular weight phosphotyrosine protein phosphatase (Homo sapiens), P24666. inhibition, % at 20 µM. recombinant LMPTP-A, OMFP fluorogenic substrate. 0.22% of 360,000 active. AID 651560, 2012;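 active means compounds that cut the enzyme signal by at least half of the control window in the single-dose screen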;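 further: plate controls were DMSO wells with enzyme plus substrate for no effect and substrate without enzyme for full effect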
Target sequence (P24666 whole entry, looked up): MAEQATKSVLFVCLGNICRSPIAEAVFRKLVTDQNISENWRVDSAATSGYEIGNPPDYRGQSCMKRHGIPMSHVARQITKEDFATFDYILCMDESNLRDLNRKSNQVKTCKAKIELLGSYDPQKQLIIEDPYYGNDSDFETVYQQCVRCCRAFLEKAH
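Test system: LMPTP-A phosphatase enzyme; input: 0.625 nM LMPTP-A final; reagent: OMFP substrate, 400 µM final; compound dosing: 20 µM single dose, 3% DMSO; incubation: 50 min dark incubation at room temperature; measured by: endpoint fluorescence intensity from OMFP dephosphorylation; measure: % inhibition relative to no-enzyme and uninhibited control wells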
NRP1-CendR mod = modulators of CendR peptide binding to NRP-1, primary screen, biochemical, fluorescence polarization, uHTS; Neuropilin-1 (Homo sapiens), O14786; FAM-RPARPAR peptide binding to NRP-1; inhibition, % at 25 µM; 0.85% of 360,000 active; AID 602438, 2012;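 active means inhibition or corrected inhibition above about 18%, plus a signal ratio from 0.5 to 1.5, limit read from the data, passing the limit was not always enough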; further: strong numbers were not always called active
SKN-1 inh = suppressors of acrylamide-induced Pgst-4::GFP reporter in worms, primary screen, SKN-1 inhibitor project, whole organism, uHTS, GFP/RFP fluorescence ratio, strain VP596; 0.49% of 360,000 active; C. elegans VP596 Pgst-4::GFP/RFP ratio, 24 h; inhibition, % at 21.8 µM;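 active means interference check ratio from 0.5 to 1.5 plus GFP to RFP signal ratio inhibition reaching or exceeding a fixed threshold, cut at about 30% in these data, passing the limit was not always enough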; further: some compounds called inactive have numbers as strong as hits
Scp-1 inhibitor = Scp-1 phosphatase inhibitors, primary screen, biochemical, colorimetric, uHTS; Carboxy-terminal domain RNA polymerase II polypeptide A small phosphatase 1 (Homo …; Recombinant Scp1, phosphopeptide, malachite green phosphate absorbance; inhibition, % at 20 µM; 0.88% of 340,000 active; AID 493091, 2011;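 active means inhibition above about 50% at 20 µM, limit read from the data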;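 further: plate controls were DMSO wells with enzyme for no effect and wells lacking enzyme for full effect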
Target sequence (Q9GZU7 76-261 limits assumed): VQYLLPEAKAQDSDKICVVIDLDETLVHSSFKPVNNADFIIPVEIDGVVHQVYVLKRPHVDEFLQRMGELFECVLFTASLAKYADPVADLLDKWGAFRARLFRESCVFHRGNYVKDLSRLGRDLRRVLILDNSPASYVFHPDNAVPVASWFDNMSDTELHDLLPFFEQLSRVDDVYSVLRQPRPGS
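Times: enzyme reaction 45 min at room temperature, colour 5 min, stabilisation 30 min. Material: SCP-1 catalytic fragment, aa 76-261. Medium: Acidic Tris acetate buffer with magnesium and detergent. Signal: colorimetric free-phosphate detection, absorbance 630 nm. Read-out basis: % inhibition of SCP-1 phosphate liberation. Reagent: Phosphorylated 17-residue peptide substrate.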
Rpn11 inh = Rpn11 (PSMD14) deubiquitinase inhibitors, primary screen, biochemical, fluorescence polarization, uHTS. 0.59% of 360,000 active. human 26S proteasome, Ub4-pepOG fluorescence polarization; 20S core pre-blocked with epoxomicin. calls only at 20 µM. 26S proteasome non-ATPase regulatory subunit 14 (Homo sapiens), O00487;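 active means inhibition at 20 µM, scaled to each plate's controls, above about 33%, limit read from the data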
Target sequence (O00487 whole entry, looked up): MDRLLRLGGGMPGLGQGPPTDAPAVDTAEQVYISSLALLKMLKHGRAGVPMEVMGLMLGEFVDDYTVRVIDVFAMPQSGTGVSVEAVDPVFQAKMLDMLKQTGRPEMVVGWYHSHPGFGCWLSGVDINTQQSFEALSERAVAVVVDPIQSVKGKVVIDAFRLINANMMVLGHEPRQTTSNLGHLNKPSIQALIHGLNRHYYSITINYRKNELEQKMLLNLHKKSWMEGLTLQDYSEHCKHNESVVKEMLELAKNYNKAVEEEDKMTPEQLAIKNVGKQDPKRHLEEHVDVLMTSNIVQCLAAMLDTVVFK
STEP inh = STEP phosphatase inhibitors, primary screen, biochemical, fluorescence intensity, uHTS; inhibition, % at 20 µM; 0.25% of 360,000 active; recombinant STEP, OMFP fluorogenic substrate;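 active means inhibition at 20 µM, scaled per plate between control wells, above about 37%, limit read from the data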;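 further: 0% = DMSO with enzyme and substrate and 100% = substrate only without enzyme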
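medium = Bis-Tris buffer pH 6.0, 2.5 mM DTT, 0.005% Tween 20 | test system = STEP (striatal-enriched tyrosine phosphatase) enzyme, cell-free | measure = normalized % inhibition | compound dosing = 20 µM, 1% DMSO | also added = 25 µM OMFP | schedule = reaction 20 min, ambient temperature | measured by = fluorescence read at 480 nm ex / 540 nm em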
MT1-MMP act inh = blockers of MT1-MMP proenzyme processing, primary screen, HT1080 RFP-PRO-GFP cells, GFP/RFP fluorescence; AID 651647, 2012; GFP/RFP ratio change, % at 20 µM; Matrix metalloproteinase-14 (Homo sapiens), P50281; 0.061% of 360,000 active; GFP/RFP ratio fluorescence, overnight; percent of plate control window, DMSO zero;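 active means GFP/RFP ratio change of at least 30% with cell ATP level not reduced by more than half and red fluorescence within 50% of control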; further: strong numbers were not always called active
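Compound: 20 µM single dose, 1% DMSO / System: HT1080 RFP-PRO-GFP cells / Controls: DMSO and RFP-L50D-GFP cell wells / Read-out basis: GFP/RFP fluorescence ratio / Schedule: overnight compound exposure at 37 °C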
SUMO1 PPI mod = modulators of SUMO1 protein-protein interactions, primary screen, biochemical, uHTS; 0.33% of 360,000 active; SUMO1 binding to a labelled peptide, TR-FRET, 1 h; inhibition, % at 20 µM; Small ubiquitin-related modifier 1 (Homo sapiens), P63165; AID 602429, 2012; in the data active means inhibition above about 37%
Target sequence (P63165 whole entry, looked up): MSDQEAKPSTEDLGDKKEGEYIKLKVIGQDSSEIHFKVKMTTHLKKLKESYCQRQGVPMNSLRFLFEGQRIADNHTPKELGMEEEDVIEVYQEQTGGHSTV
NadD inh = inhibitors of S. aureus NadD, primary screen, biochemical, colorimetric, uHTS; 0.78% of 360,000 active; purified NadD enzyme, colorimetric absorbance read-out; inhibition, % at 20 µM; in the data active means inhibition above about 26%; further: some compounds past the cut are filed as inactive
DNMT1 block = human DNMT1 methyltransferase inhibitors, primary screen, biochemical, molecular beacon, fluorescence, HinP1I cleavage, uHTS; inhibition (reported as % activation of signal), % at 10 µM; 0.83% of 360,000 active; AID 588458, 2011; in the data active means inhibition above about 50%
* hit, by the source's call; i = inactive; · = not tested or not shown; + = active, no number.

canonical_smiles	Rpn11 inh	DNMT1 block	SKN-1 inh	Scp-1 inhibitor	MT1-MMP act inh	LMPTP block	NRP1-CendR mod	SUMO1 PPI mod	STEP inh	NadD inh
O=C1C2C3C=CC(C2C(=O)N1CCCO)C1C2C(=O)N(CCCO)C(=O)C2C31 (configuration not stated)	i	2	2	-5	-2	-1.5	0	10	2	-7
CCCCCNC(=O)C(c1ccc(OC)cc1)n1c(=O)c(-c2cc3ccccc3[nH]2)nc2ccccc21 (configuration not stated)	·	·	10	·	-3	4.9	6	-4	·	·
CCn1nc(C)c(CN2CCCCC2C(=O)Nc2ccc(Oc3cccnc3)cc2)c1C (configuration not stated)	i	0	17	-2	3	0.2	2	-2	-2	-7
Cc1cc2c(c(=O)o1)C(C(C)C)C(C#N)=C(N)O2 (configuration not stated)	i	1	9	1	0	-0.6	12	-1	0	1
Cc1cc(SCC2=NNC(=O)C2)c(Cl)cc1Cl	i	-23	30	-11	4	1.2	9	6	-1	5
Cc1nc(SCC(=O)N2CCc3ccccc3C2)c2c(C)c(C)sc2n1	i	-4	2	0	4	2.0	-1	1	3	12
Cc1nnc(NC(=O)CCC(=O)NCc2ccco2)s1	i	1	-4	3	1	-3.6	-2	-1	-4	-10
COc1ccc(C(=O)Nc2c(N)nc(SCC(=O)Nc3ccc(NC(C)=O)cc3)[nH]c2=O)cc1OC	i	6	-4	16	-1	0.7	14	11	-1	-1
CC1Sc2ccc(C(=O)Nc3cc(S(C)(=O)=O)ccc3Cl)cc2NC1=O (configuration not stated)	i	18	-5	-4	2	-0.3	-2	4	0	1
Cc1cc(C(=O)N2CCC2(C)C(=O)Nc2cccc3c2CCCC3)nn1C (configuration not stated)	i	2	15	·	2	-1.4	2	5	-2	-1
CCC1CCCCN1CCNC(=O)C1CCN(S(=O)(=O)c2c(C)noc2C)CC1 (configuration not stated)	i	1	-15	-5	-3	-0.2	0	-1	-3	5
C/C(=N\NC(=O)c1nnn(-c2nonc2N)c1C(C)C)c1ccc2ccccc2c1	i	9	-9	9	2	0.8	4	7	0	8
COc1ccc(Cl)cc1NC(=O)CN(C)C(=O)C12CC3CC(CC(Cl)(C3)C1)C2	i	-1	-8	-7	4	0.9	1	-4	-5	1
Fc1ccccc1NC(=S)N1CCN(Cc2ccc3c(c2)OCO3)CC1	i	-4	-4	-3	-2	1.5	7	1	0	-7
Cc1cccc(/C(N)=N/OC(=O)c2cccc3ccccc23)c1	i	-1	4	·	-1	3.0	-2	-23	2	-4
CCOC(=O)[C@H]1[C@H]2COc3ccccc3[C@@H]2N2C(=O)[C@@H](C)NC(=O)[C@@]12C	i	-1	-4	-6	0	1.2	28*	1	0	0
CC1=N/C(=C\c2ccc3c(c2)OCO3)C(=O)N1c1ccc(C(=O)O)cc1	i	0	-9	5	-2	-2.0	-6	-3	3	-1
CCOC(=O)N1CCN(c2c(NCCc3ccc(OC)c(OC)c3)c(=O)c2=O)CC1	i	1	13	-15	-3	-0.4	14	-3	-2	0
S=c1nc(Cc2ccccc2)[nH]c2ccccc12	i	0	6	1	-5	-0.2	2	-17	2	-3
COc1ccc(N=CC=C2OC(C)(C)C(C)(C)O2)cc1OC	i	-8	-3	-16	5	-1.9	-4	-6	-1	-5
CN1CCN(C2=C(Cl)C(=O)N(c3ccc(Cl)cc3)C2=O)CC1	i	-2	0	-5	-2	-6.5	-27	-4	4	-3
Cc1nc2ccc3nc(NC(=O)c4ccco4)sc3c2s1	i	6	-1	25	4	0.3	-53	54*	4	0
Cc1cc2c(NC(=O)Nc3ccc(C(F)(F)F)cc3)cccc2nn1	i	0	5	0	8	2.4	-10	-21	2	-1
NCC(=O)N1CCC(C(=O)N[C@@H](Cc2c[nH]c3ccccc23)C(=O)O)CC1	i	0	27	-7	1	-5.1	13	-2	2	-8
COc1ccc(N2C(=O)[C@@H]3[C@H](C2=O)[C@H]2C=CC=NN2[C@@H]3C(=O)Nc2ccc(Cl)cc2)cc1	i	-11	0	-3	-2	2.2	-7	-27	1	19
COc1ccc(C(C)NC(=O)Cc2cccs2)cc1 (configuration not stated)	i	1	-11	-2	1	-1.9	0	9	-3	-5
Cc1cc(C(=O)COC(=O)Cc2n[nH]c(=O)c3ccccc23)c(C)n1-c1ccc2c(c1)OCCO2	i	-12	15	-10	-2	0.0	6	-2	0	9
CN1CCc2c(sc(NC(=O)Cc3ccccc3)c2C#N)C1	i	-7	-13	-9	-9	-1.1	-19	2	3	-6
COc1ccc(/C=C2\SC(=S)N(C(C(=O)O)c3ccccc3)C2=O)c(OC)c1 (configuration not stated)	+	3	6	-9	0	-0.5	-76	-7	-1	6
Cc1ccc(NC(=O)C(C)c2ccc(-c3ccccc3)c(F)c2)cc1 (configuration not stated)	i	-8	4	-9	-11	6.4	-1	-1	7	-6
O=S(=O)(c1ccc(Oc2ccc3oc4ccccc4c3c2)nc1)N1CCCC1	i	11	9	-2	-2	0.7	-6	4	1	-7
COc1ccc(S(=O)(=O)Nc2ccc3c(c2)C(=O)N([C@H](C)CO)C[C@H](C)[C@@H](CN(C)S(=O)(=O)c2cn(C)cn2)OCCCC[C@H](C)O3)cc1	i	-1	4	·	1	-2.0	-7	3	2	0
Cc1cc2nc(N)sc2cc1C	i	3	-6	-8	6	-0.1	0	-1	-20	-6
Cc1ccc(Nc2ccc(C(=O)N3CCCC3)cn2)c(C)c1	i	3	-10	-10	-5	-1.1	11	-1	-1	-5
Cc1ccc(C)c(NC(=O)CSc2nnc(NC(=O)C3CC3)s2)c1	i	1	0	-8	-1	1.2	4	-1	0	1
Cc1ccccc1/C(N)=N/O	i	3	12	-5	2	-3.2	-1	-1	-2	-12
Cc1cccc(C(=O)Nc2ccccc2C(=O)NCc2ccco2)c1	i	-2	12	-8	0	0.7	-5	-1	-2	-7
CCc1ccc(OCCOCC(O)CN2CCN(Cc3ccc(Cl)cc3)CC2)cc1 (configuration not stated)	i	-3	-2	-5	-6	0.2	2	-1	2	-9
Cc1cccc(C)c1NC(=O)N1CCC(c2nc3ccccc3o2)CC1	i	-2	-1	3	-7	-1.3	-3	4	0	2
CCCCN(CCCNC(=O)C1CCCN(S(=O)(=O)CCC)C1)Cc1ccccc1 (configuration not stated)	i	1	5	-10	1	-1.6	5	3	-2	-6
C(=N\NC1=Nc2cccc3cccc1c23)/c1cccnc1	+	-9	23	-1	-15	1.6	-96	-19	4	-2
COc1ccc(Oc2nc(C)cc(C)c2S(=O)(=O)c2ccc(C)cc2)cc1	i	0	-9	-15	-2	2.5	-1	2	0	-8
COc1ccc(CC(=O)NCc2ccc(-n3cccc3)cc2)cc1OC	i	-2	7	-15	-5	-0.6	2	2	-1	-8
Cc1ccc(S(=O)(=O)N2CCN(C)CC2)c(C)c1	i	-4	8	-10	1	-0.7	0	2	3	-3
COc1ccc(-n2ccnc2SCC(=O)c2c(N)n(C3CC3)c(=O)[nH]c2=O)cc1	i	1	5	·	1	-1.6	-1	-3	0	-2
COc1ccc(CN(C(=O)CN2C(=O)c3ccccc3S2(=O)=O)C(C(=O)NCC2CCCO2)c2ccncc2)cc1 (configuration not stated)	i	2	-7	-1	0	-1.2	5	4	-5	-2
O=C(COc1ccc2ccc(=O)oc2c1)Nc1ccc(N2CCOCC2)cc1	i	-6	0	0	4	0.6	3	1	-3	-10
Cc1ccc(NC(=O)C[n+]2ccccc2)cc1[N+](=O)[O-]	i	-1	1	-2	-1	-1.1	3	-7	1	6
CCCC(=O)n1nc(-c2cccnc2)nc1NCc1ccccc1	i	3	13	-8	2	0.2	2	-2	1	1
CCc1noc(C)c1C(=O)NNC(=O)c1nn(C)c(=O)c2ccccc12	i	1	4	0	1	-0.6	7	-3	-4	5

Quoted from above for reference:
canonical_smiles	Rpn11 inh	DNMT1 block	SKN-1 inh	Scp-1 inhibitor	MT1-MMP act inh	LMPTP block	NRP1-CendR mod	SUMO1 PPI mod	STEP inh	NadD inh
Cc1cc(SCC2=NNC(=O)C2)c(Cl)cc1Cl	i	-23	30	-11	4	1.2	9	6	-1	5
Cc1nc(SCC(=O)N2CCc3ccccc3C2)c2c(C)c(C)sc2n1	i	-4	2	0	4	2.0	-1	1	3	12

Additional structures:
canonical_smiles	Rpn11 inh	DNMT1 block	SKN-1 inh	Scp-1 inhibitor	MT1-MMP act inh	LMPTP block	NRP1-CendR mod	SUMO1 PPI mod	STEP inh	NadD inh
C=C1SC(=Nc2c(C)cccc2Cl)N(C(=O)c2sc3ccccc3c2Cl)C12CCCCC2	i	8	13	-18	-5	0.4	2	3	0	1
CC(C)C[C@H]1CN=C(Nc2ccccc2)N1CC1CCCCC1	i	5	15	-3	2	1.3	2	3	5	1
COCCCN1C(=O)C(=O)/C(=C(/O)c2ccc(OC(C)C)cc2)C1c1ccncc1 (configuration not stated)	i	7	-11	3	0	-1.3	10	-9	2	5
O=C(O)c1ccc(O)cc1O	i	-3	1	-3	1	-1.4	17	7	-2	-2
CC(=O)Nc1ccc(/C=C2\Sc3ccccc3C2=O)cc1	i	33	9	0	4	3.8	-38	19	43*	-3
CCN1CCCC1CN(Cc1cc2ccc(C)cc2[nH]c1=O)C(=S)Nc1ccccc1OC (configuration not stated)	i	1	8	7	-2	5.1	1	1	-2	16
COc1ccc(-c2nc3ccc(Cl)cn3c2Cc2ccccc2)cc1OC	i	-26	9	·	5	0.1	-21	3	3	8
Cc1[nH]c(C)c(S(=O)(=O)N2CCN(c3ccccc3)CC2)c1C(=O)N1CCCC1	i	0	-15	-4	1	-1.1	0	0	-2	0
CCCc1n[nH]c(=O)c2c1nnn2Cc1ccccc1	i	2	23	-7	2	-0.3	9	-2	-1	-1
CCCCCCCCNC(=O)/C(C#N)=C/c1ccccc1[N+](=O)[O-]	i	2	-8	-5	-32	0.1	13	-5	0	5

From PubChem

Hits appear at their usual frequency. Share with any hit: about 3.9%.
